Source: PubChem BioAssay (The Scripps Research Institute Molecular Screening Center)
ASAP1 GAP inh – ASAP1 ArfGAP inhibition. Q9ULH1. ASAP1-stimulated ARF1 GTP hydrolysis, GDP FP detection. inhibition, % at 16.5 µM. hit rate 0.19% among 360,000; in the data active = inhibition above about 25%;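 also: 0% = vehicle with enzyme and substrate and 100% = no enzyme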
LEDGF integ inh – blocks HIV-1 LEDGF/p75-dependent DNA integration; hit rate 0.64% among 370,000; inhibition, % at 3.7 µM; TR-FRET IN-LEDGF/p75 DNA integration, Eu/Cy5;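 active = inhibition above the screen-wide mean plus 3 SD, cut at about 13% in these data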;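 also: signal is the Cy5 over europium emission ratio at 671 and 618 nm; 0% = plate median of compound wells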
TDP2 absorb – blocks human TDP2 phosphodiesterase activity; O95551; recombinant TDP2, T5PNP hydrolysis, p-nitrophenol absorbance 415 nm; inhibition, % at 12.8 µM; hit rate 0.34% among 370,000;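 active = inhibition above the mean of all tested compounds plus 3 SD, set per campaign, cut at about 25% in these data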;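 also: 0% = DMSO with enzyme and 100% = buffer with substrate but no TDP2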
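Evaluation: % inhibition relative to enzyme-containing and enzyme-free wells. Material: recombinant human TDP2. Benchmarks: enzyme-free and DMSO wells. Timing: enzyme reaction with compound for 2 h at 37 °C. Compound dosing: 12.8 µM only. Measured by: p-Nitrophenol epi absorbance. Reagent: T5PNP substrate at 5 mM, a TopII-DNA adduct mimic. Replication: single well per compound.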
ADAM10 inh – inhibits human ADAM10. O14672. recombinant ADAM10, EDANS/DABCYL FRET peptide cleavage, 3 h. inhibition, % at 7 µM. hit rate 0.62% among 370,000;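 active = inhibition above a per-campaign cutoff equal to the mean of compounds falling between control-based bounds plus 3 SD, cut at about 20% in these data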;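 also: 0% = DMSO wells while the 100% control is not disclosed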
ARFGAP1 inh – inhibitors of rat ARFGAP1. Q62848. Arfgap1-stimulated ARF1 GTP hydrolysis, GDP FP detection. inhibition, % at 16.5 µM. hit rate 0.26% among 360,000;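 active = inhibition above a per-plate limit, mean inhibition of low control wells plus 3 SD, cut at about 25% in these data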;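 also: 0% = DMSO wells with enzyme and 100% = wells lacking Arfgap1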
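Assay system: Rat Arfgap1 GAP domain (His6, aa 1-136), purified enzyme | Buffer or medium: HEPES 25 mM pH 7.5, NaCl 150 mM, MgCl2, DTT | Schedule: GTP hydrolysis reaction 2 h at 25 °C | Signal: FP of antibody-bound GDP Alexa 633 tracer, ex 620/em 688 nm | Measure: Percent inhibition of Arfgap1-stimulated GTP hydrolysis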
DDE Tn6 FP inh – disrupts Tn6 cyclic peptide binding to fibrin D-Dimer-E complex | Fibrin DD(E) TRITC-Tn6 fluorescence polarization displacement | inhibition, % at 8.3 µM | hit rate 0.21% among 370,000;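 active = inhibition above a per-campaign cutoff: mean of compounds within control limits plus 3 SD, cut at about 15% in these data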;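 also: 0% = median of all compound wells on the plate and 100% = blocking peptide control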
Target sequence (P02675 whole entry, looked up): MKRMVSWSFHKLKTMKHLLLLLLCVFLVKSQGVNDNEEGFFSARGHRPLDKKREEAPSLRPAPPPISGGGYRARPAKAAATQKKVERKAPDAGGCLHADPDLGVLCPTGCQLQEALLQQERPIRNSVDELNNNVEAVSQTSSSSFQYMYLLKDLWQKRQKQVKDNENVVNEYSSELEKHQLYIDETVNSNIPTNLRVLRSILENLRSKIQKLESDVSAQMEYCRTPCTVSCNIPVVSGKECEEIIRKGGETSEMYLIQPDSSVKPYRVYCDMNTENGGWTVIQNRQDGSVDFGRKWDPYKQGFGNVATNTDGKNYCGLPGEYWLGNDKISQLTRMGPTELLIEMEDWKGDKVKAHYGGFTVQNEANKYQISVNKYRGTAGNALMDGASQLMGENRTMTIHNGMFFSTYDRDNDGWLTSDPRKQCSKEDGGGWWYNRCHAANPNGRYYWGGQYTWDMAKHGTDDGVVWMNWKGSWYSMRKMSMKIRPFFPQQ
ADAM17 inh – inhibitors of human ADAM17; P78536; recombinant ADAM17, EDANS/DABCYL FRET peptide cleavage; inhibition, % at 6.95 µM; hit rate 0.83% among 370,000; AID 720648;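 active = inhibition above the mean of compounds lying between control limits plus 3 SD, set per campaign, cut at about 8.5% in these data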;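 also: 0% = DMSO-only wells as the low control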
Target sequence (P78536 215-824 limits assumed): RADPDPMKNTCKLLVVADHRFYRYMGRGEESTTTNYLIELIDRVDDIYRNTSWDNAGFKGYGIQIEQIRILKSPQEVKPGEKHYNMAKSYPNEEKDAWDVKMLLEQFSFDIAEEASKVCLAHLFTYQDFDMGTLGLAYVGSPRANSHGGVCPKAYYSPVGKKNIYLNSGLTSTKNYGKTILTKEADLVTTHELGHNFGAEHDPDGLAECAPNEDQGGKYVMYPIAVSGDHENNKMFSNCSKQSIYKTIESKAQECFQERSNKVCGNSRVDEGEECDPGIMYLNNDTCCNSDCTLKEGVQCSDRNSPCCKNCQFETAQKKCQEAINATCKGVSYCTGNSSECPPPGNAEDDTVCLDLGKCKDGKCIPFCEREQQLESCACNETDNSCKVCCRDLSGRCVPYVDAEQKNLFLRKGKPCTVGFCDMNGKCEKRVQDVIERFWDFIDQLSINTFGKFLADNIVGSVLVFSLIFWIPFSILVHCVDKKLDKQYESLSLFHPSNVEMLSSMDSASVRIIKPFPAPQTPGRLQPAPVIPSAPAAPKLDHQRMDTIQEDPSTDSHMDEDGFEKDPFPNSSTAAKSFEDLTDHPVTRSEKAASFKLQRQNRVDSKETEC
PLC-gamma1 inh – blocks human PLC-gamma1 enzyme activity | purified PLC-gamma1, fluorogenic substrate, fluorescence | inhibition, % at 12.2 µM | hit rate 0.84% among 370,000 | AID 720700; in the data active = inhibition above about 9.5%
KLK7 zymogen act – activates the human kallikrein-7 zymogen; purified proKLK7, EDANS-DABCYL substrate fluorescence; 100% is mature enzyme control, 0% vehicle; activation, % at 7 µM; hit rate 0.9% among 370,000; AID 652039;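 active = activation above the mean of all tested compounds plus 3 SD, computed per campaign excluding outliers beyond control limits, cut at about 13% in these data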
Tn7 DDE FP – disrupts Tn7 cyclic peptide binding to fibrin D-Dimer-E complex; P02675; FP displacement of FITC-Tn7 peptide from fibrin DD(E); 0% = median of compound wells per plate; inhibition, % at 8.3 µM; hit rate 0.13% among 370,000; AID 720508;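 active = inhibition above the mean of compounds falling within the control limits plus 3 SD of them, cut at about 14% in these data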;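 also: 0% = plate median of compound wells and 100% = 10 µM Aha-Tn7 peptide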
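Assay system: Human fibrin DD(E) protein | Medium: Tris buffer with calcium and detergent, pH 7.8 | Reagent: 0.1 µM fluorescent Tn7 | Compound dosing: Single point at 8.3 µM | Times: 10 min preincubation, 3 h with tracer, room temperature | Detection: Fluorescence polarization of the labelled Tn7 tracer | Controls: Aha-Tn7 high control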
The depositor's hits bear a star; i = inactive.

nr	smiles	ASAP1 GAP inh	Tn7 DDE FP	KLK7 zymogen act	TDP2 absorb	ARFGAP1 inh
1	CCc1ccc(NC(=O)c2noc3c2CCCCC3)cc1	-7	-3	-0.4	0	-2
2	Cn1c(=O)c([N+](=O)[O-])c(NCCc2ccccc2)c2ccccc21	0	-8	-0.6	-16	-6
3	CNc1cncc(-c2ccc(OCCCN(C)C)nc2)n1	-2	0	51*	-5	-3
4	CCCn1c(=O)c2[nH]c(-c3ccc(S(=O)(=O)O)cc3)nc2n(CCC)c1=O	2	-3	-60	5	10
5	CCC1(C(=O)O)NC(c2cc(OC)ccc2O)C2C(=O)N(Cc3ccccc3)C(=O)C21 (stereo unspecified)	5	-5	-0.6	1	-1
6	CC(C)CN(C(=O)CSc1nncs1)c1c(N)n(CC(C)C)c(=O)[nH]c1=O	11	-2	0.3	3	7
7	COc1ccc(N(C)S(=O)(=O)c2ccc3c(c2)CCN3C(=O)C2CC2)c(OC)c1	-2	-1	0.9	7	-3
8	Cc1cc(=O)[nH]c(SCC(=O)NC2CCCCCCC2)n1	-3	-3	-0.7	-2	1

nr	DDE Tn6 FP inh	PLC-gamma1 inh	LEDGF integ inh	ADAM17 inh	ADAM10 inh
1	-3	-1	-3	-1	-3
2	-4	2	1	2	2
3	-4	i	0	i	i
4	-4	-207	-4	i	i
5	2	-3	1	1	22*
6	2	-1	0	-5	-20
7	8	-2	2	-4	4
8	1	3	-2	0	-22

(continued)
nr	smiles	ASAP1 GAP inh	Tn7 DDE FP	KLK7 zymogen act	TDP2 absorb	ARFGAP1 inh
9	NNC(=O)Cc1cccc2ccc(Cl)cc12	1	-6	0.0	3	-7
10	COC(=O)NC1CCC(NC(=O)OC)CC1 (stereo unspecified)	19	-2	-0.1	-2	1
11	CC(C)CCN1C(=O)c2ccc(C(=O)N3CCCCC3)cc2C1=O	-16	6	0.1	-7	1
12	CC1CCCN(C(=O)CSc2n[nH]c(-c3cccs3)n2)C1 (stereo unspecified)	-4	-9	0.5	-6	1
13	Cc1ccccc1C(=O)OCC(=O)N(C)c1c(N)n(Cc2ccccc2)c(=O)[nH]c1=O	0	7	-1.0	-5	5
14	COc1ccc(C)cc1NCc1ccc(OC)c(C)c1OC	8	2	-0.7	-3	18
15	Cn1cccc1Cc1nnc(SCC(=O)Nc2ccc(F)cc2)n1CCc1ccccc1	-2	7	0.8	1	-11
16	Cc1cc(N/N=C/c2ccc(O)cc2O)nc(-n2nc(C)cc2C)n1	6	3	-2.0	8	7

nr	DDE Tn6 FP inh	PLC-gamma1 inh	LEDGF integ inh	ADAM17 inh	ADAM10 inh
9	1	-4	3	-2	-1
10	-1	3	-2	2	-7
11	-1	-1	0	-1	-6
12	0	1	3	-3	-8
13	2	-2	1	-3	-4
14	1	0	-3	0	2
15	-1	-8	1	-3	-14
16	-2	-36	3	-2	-2

More structures.
nr	smiles	ASAP1 GAP inh	Tn7 DDE FP	KLK7 zymogen act	TDP2 absorb	ARFGAP1 inh
17	CCOc1cc(C(=O)NC)cc(Br)c1OCc1ccccc1	0	-2	0.0	10	-1
18	CCCCCC(=O)Nc1cccc(S(=O)(=O)NC2=NCCC2)c1	8	2	0.1	-18	-13
19	O=C(CN1C(=O)NC(Cc2c[nH]c3ccccc23)C1=O)NCC(F)(F)F (stereo unspecified)	14	3	-0.7	-7	11
20	CC(C(=O)N1CCc2ccccc21)n1cnc2c1c(=O)n(C)c(=O)n2C (stereo unspecified)	-2	8	-0.3	4	-6
21	Cc1ccc(-c2nn3c(=O)c(C)nnc3s2)cc1	9	-5	-0.4	-7	5
22	CN(CC#CC1(O)c2ccccc2-c2ccccc21)Cc1ccccc1	13	-3	-0.1	7	3
23	O=C1C2C3C=CC(O3)C2C(=O)N1N=Cc1ccc2c(c1)OCO2 (stereo unspecified)	-7	5	-0.1	-5	-10
24	O=C(NNc1nc(-c2ccc(F)cc2)cs1)c1ccccc1	0	-7	-1.0	-15	6

nr	DDE Tn6 FP inh	PLC-gamma1 inh	LEDGF integ inh	ADAM17 inh	ADAM10 inh
17	-2	3	6	3	13
18	4	6	3	-1	6
19	-1	4	4	0	-7
20	-1	4	2	3	2
21	-2	0	-1	-2	-3
22	-9	3	3	2	7
23	3	2	5	2	2
24	2	-10	2	2	14

In a second layout: entries from further up.
(22) CN(CC#CC1(O)c2ccccc2-c2ccccc21)Cc1ccccc1
(18) CCCCCC(=O)Nc1cccc(S(=O)(=O)NC2=NCCC2)c1
(20) CC(C(=O)N1CCc2ccccc21)n1cnc2c1c(=O)n(C)c(=O)n2C (stereo unspecified)
(19) O=C(CN1C(=O)NC(Cc2c[nH]c3ccccc23)C1=O)NCC(F)(F)F (stereo unspecified)
(17) CCOc1cc(C(=O)NC)cc(Br)c1OCc1ccccc1
screen / no.	22	18	20	19	17
ASAP1 GAP inh	13	8	-2	14	0
Tn7 DDE FP	-3	2	8	3	-2
KLK7 zymogen act	-0.1	0.1	-0.3	-0.7	0.0
TDP2 absorb	7	-18	4	-7	10
ARFGAP1 inh	3	-13	-6	11	-1
DDE Tn6 FP inh	-9	4	-1	-1	-2
PLC-gamma1 inh	3	6	4	4	3
LEDGF integ inh	3	3	2	4	6
ADAM17 inh	2	-1	3	0	3
ADAM10 inh	7	6	2	-7	13

The results go on.
nr	smiles	ASAP1 GAP inh	Tn7 DDE FP	KLK7 zymogen act	TDP2 absorb	ARFGAP1 inh
25	COc1ccc(S(=O)(=O)NCc2ccccn2)cc1NC(=O)c1ccccc1C	7	4	0.1	5	3
26	CSc1cccc(NS(=O)(=O)c2ccc3c(c2)CCN3C(C)=O)c1	2	-2	-0.1	-10	10
27	CCCCNC(=O)CCC(=O)Nc1ccc2nc(N3CCOCC3)cc(C)c2c1	-20	5	3.2	1	-1
28	COc1ccc2c(c1)c1ncn(CCN3CCNCC3)c(=O)c1n2C	-1	5	25*	5	0
29	COc1ccc(Cn2nnnc2CN2CCc3ccccc3C2)cc1	11	-4	0.4	13	8
30	COCc1nc2oc3ccc(F)cc3c(=O)c2cc1C(=O)OC	11	-8	0.4	-21	9
31	CCc1nnc(NS(=O)(=O)c2ccc(N=CC3=C(O)CC(C)(C)CC3=O)cc2)s1	2	7	-0.9	6	0
32	O=C1c2cccc3cccc(c23)N1Cc1ccc(F)cc1	-2	-7	2.2	-7	4

nr	DDE Tn6 FP inh	PLC-gamma1 inh	LEDGF integ inh	ADAM17 inh	ADAM10 inh
25	-1	-2	0	-1	-3
26	0	4	4	3	6
27	-5	-73	-1	-260	i
28	-4	-188	2	-438	i
29	-15	-3	-1	-8	-41
30	-5	-2	2	-4	1
31	9	-3	0	-2	-7
32	-4	-365	3	-15	-37

Additional records follow.
nr	smiles	ASAP1 GAP inh	Tn7 DDE FP	KLK7 zymogen act	TDP2 absorb	ARFGAP1 inh
33	Cc1cc(C(=O)OCC(=O)N2C(C)CCCC2C)c2ccccc2n1 (stereo unspecified)	7	-3	-1.2	0	4
34	Cc1noc(NS(=O)(=O)c2ccc(N/C=C\C(=O)c3ccncc3)cc2)c1C	-10	3	-0.4	-7	17
35	COc1ccc(NC(=O)CCC(=O)c2cccs2)cc1S(=O)(=O)Nc1ccccc1Cl	3	3	0.2	1	-12
36	COc1ccccc1CN(C)C(=O)CN1CCN(CC(=O)Nc2ccccc2Cl)CC1	1	-2	0.0	1	-9
37	COc1cc(C2C(N3C(=O)c4ccccc4C3=O)C(=O)N2c2ccc(C)c(C)c2)cc(OC)c1OC (stereo unspecified)	7	4	0.1	-1	0
38	Nc1ccn(CCCN2CCN(Cc3cccc4ccccc34)CC2)c(=O)n1	6	2	-0.5	6	11
39	CCCCCC(=O)N1C[C@H](O)[C@@H](n2cc(-c3ccc(F)cc3)nn2)C[C@@H]1c1ccc(Cl)cc1	11	8	0.1	2	-11
40	Cc1ccc(C(=O)N2CCN(C/C=C/c3ccccc3)CC2)cc1S(=O)(=O)N1CCOCC1	24	-7	-0.6	-7	0

nr	DDE Tn6 FP inh	PLC-gamma1 inh	LEDGF integ inh	ADAM17 inh	ADAM10 inh
33	-1	-5	-3	-10	-40
34	-2	3	1	0	6
35	0	1	0	3	0
36	-12	1	-3	-5	-3
37	-5	1	-2	2	9
38	-1	1	3	-1	-17
39	6	3	0	2	6
40	4	1	1	-2	1

Reprinted from the part before: four entries, then new ones.
nr	smiles	ASAP1 GAP inh	Tn7 DDE FP	KLK7 zymogen act	TDP2 absorb	ARFGAP1 inh
37	COc1cc(C2C(N3C(=O)c4ccccc4C3=O)C(=O)N2c2ccc(C)c(C)c2)cc(OC)c1OC (stereo unspecified)	7	4	0.1	-1	0
38	Nc1ccn(CCCN2CCN(Cc3cccc4ccccc34)CC2)c(=O)n1	6	2	-0.5	6	11
39	CCCCCC(=O)N1C[C@H](O)[C@@H](n2cc(-c3ccc(F)cc3)nn2)C[C@@H]1c1ccc(Cl)cc1	11	8	0.1	2	-11
40	Cc1ccc(C(=O)N2CCN(C/C=C/c3ccccc3)CC2)cc1S(=O)(=O)N1CCOCC1	24	-7	-0.6	-7	0
41	COc1cc(/C=N/Nc2nnc3c(n2)[nH]c2ccccc23)ccc1O	7	5	-0.9	9	3
42	COc1ccc2c(C(=O)CN3CC(C)OC(C)C3)c[nH]c2c1 (stereo unspecified)	3	-3	-0.2	-2	-2
43	COCC(CN1CCN(C2=NS(=O)(=O)c3ccccc32)CC1)OC(=O)c1ccccc1 (stereo unspecified)	-7	-5	-0.4	10	1
44	O=C(/C=C/c1cccc([N+](=O)[O-])c1)Nn1c(-c2ccccc2F)nc2ccccc2c1=O	10	-8	0.8	-22	-1
45	CCN(C(=O)CN(C1=NC2CS(=O)(=O)CC2S1)c1ccc(OC)cc1)c1cccc(C)c1 (stereo unspecified)	3	2	0.2	-4	-9
46	O=C(CCN1C(=O)/C(=C\c2ccccc2)SC1=S)N1CCOCC1	4	9	-0.5	-1	10
47	CCOC(=O)c1c(NC(=O)Cc2cccs2)sc(C)c1C	6	-8	1.2	-5	2
48	Cc1cccc(NCC(=O)c2c(N)n(C)c(=O)n(C)c2=O)c1C	4	2	0.1	-6	-4
49	O=C(Nc1ccccn1)c1nc(-c2ccccc2)n(-c2ccccc2)n1	8	-11	-0.1	11	-1

nr	DDE Tn6 FP inh	PLC-gamma1 inh	LEDGF integ inh	ADAM17 inh	ADAM10 inh
37	-5	1	-2	2	9
38	-1	1	3	-1	-17
39	6	3	0	2	6
40	4	1	1	-2	1
41	-7	3	-3	-2	-2
42	0	-4	0	-3	1
43	2	2	3	2	0
44	-9	12*	3	7	24*
45	-2	2	-2	-1	-17
46	-1	-1	0	1	-7
47	-4	-2	0	-1	1
48	1	-3	2	-1	-8
49	-9	-2	1	2	-1
